IEC-6 cytotox – IEC-6 cytotoxicity, counter-screen for KLF5 inhibitors. luminescence viability. inhibition, % at 5 µM. 290,000 compounds, 0.78% hits. AID 1825; in the data active = inhibition above about 22%;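 note: 0% = plate median of test compound wells and 100% = cytotoxic reference compound wells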
GSK3A inh – inhibitors of human GSK-3 alpha kinase. P49840. ADP-Glo luminescence, 60 min. inhibition, % at 10 µM. 320,000 compounds, 0.1% hits. AID 2650;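 in the data active = inhibition above about 50%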;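 note: GST-tagged GSK-3 alpha with peptide substrate and 25 µM ATP; 0% = DMSO neutral wells and 100% = GW8510 positive control wells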
Target sequence (P49840 whole entry, looked up): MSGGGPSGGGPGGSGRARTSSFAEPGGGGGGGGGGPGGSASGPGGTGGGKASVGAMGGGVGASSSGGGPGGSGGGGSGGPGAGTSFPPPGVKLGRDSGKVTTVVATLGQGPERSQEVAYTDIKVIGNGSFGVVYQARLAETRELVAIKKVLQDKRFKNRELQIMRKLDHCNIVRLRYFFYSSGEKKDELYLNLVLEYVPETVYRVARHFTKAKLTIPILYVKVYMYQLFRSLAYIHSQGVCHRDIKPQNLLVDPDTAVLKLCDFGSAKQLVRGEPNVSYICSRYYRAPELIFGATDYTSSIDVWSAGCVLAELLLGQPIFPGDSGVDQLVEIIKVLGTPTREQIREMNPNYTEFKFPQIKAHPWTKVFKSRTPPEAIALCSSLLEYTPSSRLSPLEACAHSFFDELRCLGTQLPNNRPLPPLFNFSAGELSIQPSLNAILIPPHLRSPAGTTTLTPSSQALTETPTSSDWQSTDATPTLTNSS
GSK3B inh – blocks human GSK3beta kinase activity | GST-GSK3beta kinase, ADP-Glo luminescence, 60 min; hits give low values | activity score (negative = inhibition), % at 10 µM | 300,000 compounds, 0.038% hits | AID 2097;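 active = more than half of replicate wells score below -50%, meaning over 50% inhibition versus plate controls; inconclusive = some replicates but at most half score below -50%; inactive = no replicate scores below -50%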;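 note: 0% = median DMSO wells and -100% = median GW8510 positive control wells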
Target sequence (P49841 whole entry, looked up): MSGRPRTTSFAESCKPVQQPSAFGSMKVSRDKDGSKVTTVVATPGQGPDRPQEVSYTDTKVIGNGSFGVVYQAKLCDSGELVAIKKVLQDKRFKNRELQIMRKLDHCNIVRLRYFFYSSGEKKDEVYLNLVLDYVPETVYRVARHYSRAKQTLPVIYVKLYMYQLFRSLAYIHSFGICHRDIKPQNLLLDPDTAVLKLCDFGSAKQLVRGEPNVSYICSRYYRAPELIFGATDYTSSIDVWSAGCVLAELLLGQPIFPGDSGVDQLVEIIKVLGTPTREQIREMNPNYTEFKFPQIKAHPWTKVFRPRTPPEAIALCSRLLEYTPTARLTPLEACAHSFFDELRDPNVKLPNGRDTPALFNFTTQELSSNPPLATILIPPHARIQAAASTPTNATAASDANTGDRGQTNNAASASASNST
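Test system: GST-fused GSK3beta enzyme, cell-free | Quantity: 1.6 ng GST-GSK3beta enzyme per well | Reagent: 25 µM ATP with peptide substrate | Schedule: 60 min enzyme reaction, room temperature | Signal: Luminescent ADP-Glo measurement of ADP formed | Read-out basis: Score relative to plate controls | Control set: DMSO and 20 µM GW8510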
AI-2 QS mod – modulators of Vibrio harveyi AI-2 quorum sensing system | Vibrio harveyi JMH597 AI-2 luminescence/OD600 ratio, 9 h; hits give low values; strain lacks LuxN and CqsS sensors; 0 = neutral-control median | activity change, % at 7.5 µM | 300,000 compounds, 0.4% hits | AID 2094; in the data active = activity change below about -75%, passing the limit was not always enough; inconclusive = no clear call, values can overlap the other calls;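 note: luminescence divided by OD600 gain over 9 h not by final OD600 alone; inactives centre near 13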
HIF activator – HIF pathway transcriptional activation; U2OS HRE-luciferase reporter, luminescence; normalized: DMSO 0%, desferrioxamine 100%; activation, % at 7.5 µM (by protocol); 300,000 compounds, 0.32% hits; AID 1910;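 active = mean activation of at least 10% of the iron chelator positive control signal, with at least half of replicates also reaching 10%; inconclusive = mean and replicate majority disagree about reaching 10%; inactive = mean and most replicates under 10%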
KLF5 inhibitor – suppresses KLF5 promoter-driven expression. DLD-1 KLF5 promoter-luciferase reporter, luminescence. inhibition, % at 5 µM. 290,000 compounds, 0.23% hits. AID 1700;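 active = inhibition above a per-plate limit of that plate's mean compound inhibition plus 3 SD, cut at about 60% in these data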;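 note: 0% = DMSO wells and 100% = LY294002 at 200 µM; higher means less KLF5 promoter-driven luciferase light; inactives centre near -14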
aSyn UTR inh – 5' untranslated region of α-synuclein, MLPCN primary screen | AID 1813 | alpha-synuclein 5'UTR reporter, inhibitor activity | 300,000 compounds, 0.82% hits | inhibition, % (tested at 7.5 µM); in the data active = inhibition above about 60%; inconclusive = no clear call, values can overlap the other calls;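 note: H4 neuroglioblastoma cells stably carrying SNCA 5'UTR luciferase fusion; 0% = DMSO wells and 100% = positive control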
HSF-1 act – increases HSF-1 driven luciferase reporter signal; AID 504408; activation, % at 9 µM; NIH3T3-HGL HSF-1 luciferase reporter, MG132, 8 h; 100% = twice DMSO control signal; 300,000 compounds, 1.7% hits;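 active = mean replicate activation of at least 50% with a set share of replicates each reaching 50%; inconclusive = only one of those two conditions met; inactive = mean below 50% and too few replicates reaching it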;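 note: 0% = median of the neutral control wells and 100% = twice that signal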
HSF1 inhib – HSF1 inhibition | NIH3T3-HGL HSE-luciferase, MG132-induced, luminescence 8 h; hits give low values | activity change, negative = inhibition, % at 7.5 µM (by protocol) | 300,000 compounds, 0.77% hits;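 active = more than half of replicate wells show activity change below -50%, luminescence cut by over half; inconclusive = some wells, but at most half, below -50%; inactive = no replicate well below -50%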;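 note: luciferase reports HSF-1 transcriptional activity via heat shock element; 0% = median of DMSO wells and -100% = zero luminescence signal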
HSP90 inh – HSP90 refolding inhibition in rabbit reticulocyte lysate. 290,000 compounds, 0.91% hits. inhibition, % at 5.6 µM. luciferase refolding luminescence, 3 h;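 active = inhibition above the screen-wide mean plus 3 SD, computed separately per campaign, cut at about 16% in these data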;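 note: 0% = DMSO wells and 100% = 60 µM geldanamycin wells; inhibitors lower the luminescence because luciferase stays unfolded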
Starred values were filed as active, the others as inactive; ? = inconclusive; . = not tested or not shown.

SMILES	IEC-6 cytotox	GSK3A inh	GSK3B inh	AI-2 QS mod	HIF activator	KLF5 inhibitor	aSyn UTR inh	HSF-1 act	HSF1 inhib	HSP90 inh
COc1cccc(C(=O)Oc2ccc(/C=N/Nc3ccc(C(=O)O)cc3)cc2OC)c1	2	2	2	41	-8.6	-58	-56	-38	-34	22*
CCCCC1=CC2=C(c3ccco3)C(=O)C(C)(OC(=O)c3ccc(OC)cc3)C(=O)C2=CN1CCOC (stereo unspecified)	.	-2	1	24	0.0	.	9	-20	-6	.
O=C(Cn1c(C(F)(F)F)nc2ccccc21)OCC(=O)c1c[nH]c2ccccc12	7	-1	-2	5	0.1	14	-23	20	5	3
CCC(C)NC(=O)CNC(=S)N(CCCN1CCOCC1)Cc1cccs1 (stereo unspecified)	-3	0	-28	8	-0.1	-4	-12	-2	6	0
O=C(O)/C(=C\c1ccc(-c2ccccc2[N+](=O)[O-])o1)c1ccccc1	5	9	-6	2	-0.6	1	3	7	8	34*
O=C(NCCC(NS(=O)(=O)OCC(Cl)(Cl)Cl)c1ccccc1)C(F)(F)F (stereo unspecified)	2	0	-3	34	-0.3	-33	11	3	1	1
CCN(CCn1cccn1)C(=O)CC1C(=O)NCCN1Cc1ccc(F)c(F)c1 (stereo unspecified)	-3	17	2	-3	-0.9	-56	5	-10	2	0
CCCC(=O)C1C(=O)CC(C)(C)C(c2cc(C)no2)C1=O (stereo unspecified)	-5	3	2	14	-0.5	0	5	5	-2	-1
CCCCc1ccc(NC(=O)Nc2cc(C)nn2C)cc1	1	0	-1	19	-0.3	39	-8	-1	-2	-6
CCOc1ccc(CCNC(=O)c2nn(C)c3c2CS(=O)(=O)c2ccccc2-3)cc1	-3	0	-24	.	0.8	3	33	-62	-53*	-2
Cc1ccccc1NC(=O)c1nn(C)c(C(=O)Nc2ccccc2C)c1[N+](=O)[O-]	1	-2	3	11	-0.6	-50	-3	0	2	-1
CCOC(=O)C1CCN(c2ccc(Cl)nn2)CC1	0	0	-2	17	-0.7	-12	6	-5	-4	1
Cc1cccc(C(=O)OCC(=O)Nc2c(C)nn(-c3ccccc3)c2C)c1O	.	-2	0	18	-0.7	.	-3	18	5	.
Cc1nc(C)c(C(=O)N/N=C/c2cn(C)c3ccccc23)s1	-2	-2	1	19	2.0	-14	-9	1	0	-2
C=CCN(c1ccc(Cl)cc1)S(=O)(=O)c1cccc(C(=O)OCC(=O)N(C)C)c1	0	-3	-3	22	0.2	-2	-7	1	1	-1
CCCOc1cccc(-c2cc(C(=O)N/N=C/c3ccccn3)c3ccccc3n2)c1	19	.	1	9	0.7	-14	22	143*	109	0
CCCCC(=O)NC(=S)Nc1cccc(NC(=O)CC)c1	-9	16	0	-31	0.5	-16	5	-7	-1	-8
Brc1ccc(/C=N/Nc2ccccn2)cc1	7	1	3	24	1.7	-84	-193	50	12	2
Cc1ccc(CNC(=O)CN(c2ccc(C(C)C)cc2)S(=O)(=O)c2c(C)noc2C)cc1	-5	0	1	18	-0.3	-18	-21	18	15	-1
O=C(NNc1ncnc2c1cnn2-c1ccc(F)cc1)c1ccco1	-2	-2	2	22	1.1	-35	-48	-22	-16	4
O=C(CCCc1ccccc1)Nc1cccnc1	2	0	2	6	1.6	-26	-82	4	5	4
Cc1ccc(C)c(N(CC(=O)N/N=C/c2ccc(-c3ccc([N+](=O)[O-])cc3)o2)S(=O)(=O)c2ccccc2)c1	-3	-3	0	30	-0.1	-43	34	3	7	-4
CC(=O)CSc1nc2ccc(Nc3nc(N4CCOCC4)nc(N4CCOCC4)n3)cc2s1	-2	0	2	15	-0.2	-59	-48	-2	-7	4
COc1ccc([N+](=O)[O-])cc1N(CC(=O)Nc1ccccc1C(=O)N1CCCC1)S(C)(=O)=O	5	-1	2	2	-0.5	-4	-6	1	3	1
COc1ccccc1NC(=O)NCc1nc(-c2ccc(C(F)(F)F)cc2)no1	1	4	0	1	-0.5	-39	-23	7	3	-6
CCN(CC(=O)Nc1c(F)cccc1F)C(=O)C(C)SCc1nc2sc(C)c(C)c2c(=O)[nH]1 (stereo unspecified)	-3	-3	2	8	-0.3	-19	10	14	-1	0
O=C(C1CCCN(S(=O)(=O)c2ccccc2)C1)N1CCN(c2ccc(F)cc2)CC1 (stereo unspecified)	-4	2	1	18	-0.4	-12	8	-3	-2	1
CCN(CC)C(=O)CSc1nnc(-c2ccccc2)c(-c2ccccc2)n1	0	-3	2	18	-0.6	-11	6	4	5	0
CC(=O)Nc1ccc(-c2csc(Nc3cccc(C)n3)n2)cc1	-1	.	-1	0	4.7	-148	-182	16	17	1
O=C(c1ccc([N+](=O)[O-])cc1)N(c1ccccn1)c1ccccn1	7	5	-9	32	0.1	-8	10	29	-11	-1
COc1ccc(CCN2C(=S)N(C)C(=O)C2CC(=O)Nc2ccc(F)cc2)cc1 (stereo unspecified)	-4	-2	-1	4	-0.2	-26	21	10	10	-2
CC(NC(=O)CN1CCC(C(N)=O)CC1)c1ccccc1 (stereo unspecified)	-5	-3	-2	0	-0.4	-8	-7	-1	-12	-3
COc1cc(Cl)cc(CN2CCC(CCC(=O)NC3CC3)CC2)c1OC	-7	-1	0	20	-0.4	6	-11	-16	-5	-5
O=C(O)c1ccc(S(=O)(=O)N2CCN(c3ccccn3)CC2)cc1	-4	3	3	25	-0.1	-16	-14	3	-2	-5
O=C(Nc1ccc(Cl)cc1)Nc1nc(-c2sccc2Br)cs1	7	2	3	3	-2.1	-15	10	24	9	0
Cc1ccc(-c2nsc(SCC(=O)Nc3ccc4c(c3)OCO4)n2)cc1	6	2	-3	5	0.7	-65	-12	26	-4	0
O=C(Nc1ccc(N2CCOCC2)cc1)c1cc2c(s1)CCCC2	-3	-1	5	46	5.4	-4	-69	-6	3	-3
CC(C)(C)C(=O)Nc1ncccc1C(O)c1cccc(C(F)(F)F)c1 (stereo unspecified)	7	0	3	3	0.1	-7	-18	.	.	0
Cc1nn(C)cc1CNC(=O)C1(C)CC1(Cl)Cl (stereo unspecified)	-1	-1	-3	13	-0.2	-10	-1	-4	0	-1
COc1ccc(C(=O)N2CCN(CCNC(=O)C(=O)Nc3ccc(F)cc3)CC2)cc1OC	0	-3	.	.	0.6	-35	-23	1	3	-1
Cc1ccsc1/C=N/N1CCN(Cc2ccccc2)CC1	-8	-12	-1	23	0.9	-20	-40	16	3	-2
CCc1nc(SCC(=O)N2CCCc3ccccc32)c2oc3ccccc3c2n1	2	-2	2	19	-0.1	-5	21	38	11	-4
O=C(Cc1cccc2ccccc12)N1CC[C@@]2(O)CCCC[C@H]2C1	-3	0	0	20	0.3	-11	23	26	9	1
O=C(NC(=S)NNC(=O)c1ccccc1F)c1cccnc1	2	-2	-5	-7	0.6	-19	-47	0	0	6
Cc1ccc(S(=O)(=O)N(CC(=O)N2CCCCC2)c2cccc(C)c2)cc1	-5	-1	1	12	0.0	-24	4	-14	-17	0
O=C(c1ccc2ccccc2c1)C1CCCN(S(=O)(=O)c2cccnc2)C1 (stereo unspecified)	0	1	3	24	0.8	-13	15	2	1	-1
Cc1cc(C)cc(-n2c(C)cc(/C=N/NC(=O)CSc3ncccn3)c2C)c1	1	.	3	8	-0.2	6	-28	47	37	2
CCOC(=O)CSc1nnc(C)c(=O)[nH]1	-7	8	-1	17	-0.4	-14	-6	-11	-5	0
COc1ccc(Cc2nnc(Nc3ccccc3)s2)cc1Br	6	0	-1	2	-0.4	-17	18	21	-5	4
O=S(=O)(c1cccc(Cl)c1)N1CN(CC2CCCO2)c2nc3ccccc3nc21 (stereo unspecified)	2	-2	2	18	0.3	-27	16	13	3	-1
O=C(CSC1=NCCS1)N1CCN(c2ccc(Cl)cc2)CC1	-3	-3	0	25	-0.8	1	-12	-3	4	0
O=S(=O)(c1ccc(OCC(O)CN2CCCCC2)cc1)N1CCOCC1 (stereo unspecified)	-5	0	4	15	-0.3	-27	10	-3	-4	1
O=C(OCC(=O)N(CCc1ccccc1)Cc1ccccc1)c1ccccc1O	.	-2	-1	-2	0.0	.	8	9	5	.
CCN1CCN(c2ccc(S(=O)(=O)N3CCCCC3)cc2NC(=O)c2cccc(Cl)c2)CC1	.	-2	0	19	-0.1	.	4	-12	-2	.
Cn1ccc(NC(=O)Nc2ccc(Cl)cc2Cl)n1	4	-1	1	14	2.8	-39	-112	29	13	2
Cn1cccc1/C=N/NC(=O)c1ccc[n+]([O-])c1	-2	-1	0	28	-0.1	-21	-1	1	5	-3
Cc1ccc(SCC(=O)Nc2ccc(N3CCN(c4ccccc4)CC3)c(F)c2)cc1	-2	3	-2	0	-0.2	-27	-11	11	2	-1
O=C(NCc1ccccc1)NC(=O)c1ccc(Cl)cc1	-2	0	3	22	0.5	-34	-31	6	1	-6
Cc1cccc(-c2nc(CN3CCN(C(=O)C4CCCO4)CC3)cs2)c1 (stereo unspecified)	4	3	-3	8	0.1	-39	-1	-4	2	0
CCC(=O)Nc1nnc(CSCc2ccc(F)cc2)s1	0	-5	-1	1	-0.6	-33	-26	8	2	0
The results go on:
SMILES	IEC-6 cytotox	GSK3A inh	GSK3B inh	AI-2 QS mod	HIF activator	KLF5 inhibitor	aSyn UTR inh	HSF-1 act	HSF1 inhib	HSP90 inh
COC(=O)c1ccc(NC(=O)Nc2ccccc2C)cc1	10	0	2	26	2.0	-66	-107	18	15	5
CCCCCCCCCCCCN1[C@@H](CC(C)=O)c2cc(C(F)(F)F)ccc2S1(=O)=O	.	-3	-3	7	0.7	.	0	-1	-2	.
O=C(NCCCN1CCOCC1)c1cc(-c2ccc(F)cc2)no1	-6	-2	2	26	2.7	6	-46	7	-9	0
Cc1cccc(CSC2=NCCN2S(=O)(=O)c2ccc(F)cc2)c1	0	3	-6	16	-0.7	-9	10	-6	-2	1
COC(=O)CSCC(=O)Nc1nnc(-c2cccc(C)c2)s1	2	-21	1	4	-0.1	-19	1	3	-8	3
Cc1nc(CNC(=O)c2cc(COc3c(F)cccc3F)on2)cs1	-5	5	13	9	0.2	-28	?	10	-1	-5
COc1ccc(C(=O)NNC(=O)C(C)NC(=O)c2ccccc2NC(=O)c2ccco2)cc1 (stereo unspecified)	-4	0	-2	5	-0.3	14	1	-3	-3	-2

Reprinted at random: 3 entries already listed.
SMILES	IEC-6 cytotox	GSK3A inh	GSK3B inh	AI-2 QS mod	HIF activator	KLF5 inhibitor	aSyn UTR inh	HSF-1 act	HSF1 inhib	HSP90 inh
COC(=O)CSCC(=O)Nc1nnc(-c2cccc(C)c2)s1	2	-21	1	4	-0.1	-19	1	3	-8	3
COC(=O)c1ccc(NC(=O)Nc2ccccc2C)cc1	10	0	2	26	2.0	-66	-107	18	15	5
COc1ccc(C(=O)NNC(=O)C(C)NC(=O)c2ccccc2NC(=O)c2ccco2)cc1 (stereo unspecified)	-4	0	-2	5	-0.3	14	1	-3	-3	-2
